Compound activity from PubChem.
yeast rad50 = NCI yeast anticancer drug screen, S. cerevisiae rad50 strain. 79,000 tested, 10% active. growth inhibition, % at 50 µM;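 also: 0% = growth of vehicle-only cultures of the same strain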
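A DNA repair-deficient yeast mutant serves as the test organism; compound-induced growth inhibition is calculated against vehicle-treated cells.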
yeast mlh1 rad18 = NCI yeast anticancer drug screen, S. cerevisiae mlh1 rad18 strain; 79,000 tested, 11% active; % growth inhibition at 50 µM; AID 175;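 also: 0% = growth of vehicle-only cultures of the same strain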
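Compound-treated yeast growth, normalised to vehicle controls. Strain bears defined DNA repair mutations.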
yeast sgs1 mgt1 = NCI yeast anticancer drug screen, S. cerevisiae sgs1 mgt1 strain; % growth inhibition at 50 µM; 78,000 tested, 10% active;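 also: 0% = growth of vehicle-only cultures of the same strain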
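Test agents were incubated with a DNA-repair-mutant yeast strain. Growth was then read and compared against vehicle-treated controls.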
bub3 = NCI yeast anticancer drug screen, S. cerevisiae bub3 mutant strain. growth inhibition, % at 50 µM. 78,000 tested, 9.9% active. AID 167;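 also: 0% = growth of vehicle-only cultures of the same strain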
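Screening used yeast with an engineered genetic alteration affecting cell cycle control. Compound-exposed cultures were compared with vehicle cultures, and reduced growth was taken as inhibition.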
yeast cln2 rad14 = NCI yeast anticancer drug screen, S. cerevisiae cln2 rad14 strain. % growth inhibition at 50 µM. 78,000 tested, 8.3% active. AID 165;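 also: 0% = growth of vehicle-only cultures of the same strain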
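Yeast strain cln2 rad14, bearing defects in cell cycle control and DNA repair, serves as the test system; values reflect growth inhibition compared with vehicle.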
yeast mec2-1 = NCI yeast anticancer drug screen, S. cerevisiae mec2-1 strain. growth inhibition, % at 50 µM. 79,000 tested, 9% active. AID 157;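 also: 0% = growth of vehicle-only cultures of the same strain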
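Test agents were screened against the mec2-1 yeast strain, with defined DNA repair or cell cycle alteration. Growth was scored as inhibition against vehicle-only controls.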
The depositor's hits bear a star; & = joins results of further samples. Rule as the data show it: active = growth inhibition above about 70%; inactive = the rest.

The opening 6 entries, ahead of the listing:
SMILES	yeast rad50	yeast mlh1 rad18	yeast sgs1 mgt1	bub3	yeast cln2 rad14	yeast mec2-1
C/C=C(\C)C(=O)O[C@@H]1CC(C)(C)CC2C3=CCC4[C@]56CC[C@](O)(OC5)C(C)(C)C6CC[C@@]4(C)C3(C)CC[C@]21C(=O)O (stereo not given in full)	86*	81*	87*	82*	79*	85*
O=C(Nc1ccc([N+](=O)[O-])cc1)OCc1ccccc1	-14	-16	-9	2	1	0
CCc1ccc(NC(=O)C(c2ccccc2)c2ccccc2)cc1	9	-9	2	21	12	13
O=C1C(c2c[nH]c3ccccc23)=Nc2ccc(Br)cc21	87*	84*	73*	90*	54	61
C[N+]([O-])(Cc1ccccc1)c1ccccc1 (stereo not given)	-4	2	-15	-27	-21	-16
CCOC(CCl)Oc1c(C(C)C)cc(C(C)C)c(Cl)c1C (stereo not given)	97*	95*	98*	97*	97*	97*

Results, from the start:
SMILES	yeast rad50	yeast mlh1 rad18	yeast sgs1 mgt1	bub3	yeast cln2 rad14	yeast mec2-1
C/C=C(\C)C(=O)O[C@@H]1CC(C)(C)CC2C3=CCC4[C@]56CC[C@](O)(OC5)C(C)(C)C6CC[C@@]4(C)C3(C)CC[C@]21C(=O)O (stereo not given in full)	86*	81*	87*	82*	79*	85*
O=C(Nc1ccc([N+](=O)[O-])cc1)OCc1ccccc1	-14	-16	-9	2	1	0
CCc1ccc(NC(=O)C(c2ccccc2)c2ccccc2)cc1	9	-9	2	21	12	13
O=C1C(c2c[nH]c3ccccc23)=Nc2ccc(Br)cc21	87*	84*	73*	90*	54	61
C[N+]([O-])(Cc1ccccc1)c1ccccc1 (stereo not given)	-4	2	-15	-27	-21	-16
CCOC(CCl)Oc1c(C(C)C)cc(C(C)C)c(Cl)c1C (stereo not given)	97*	95*	98*	97*	97*	97*
COc1cc(C(=O)/C=C/c2ccccc2O)ccc1O	93*	92*	94*	94*	93*	94*
C=CC(C1=CC(=O)C(OC)=CC1=O)c1ccccc1 (stereo not given)	15	-96	41	16	8	-11
Cc1c(Cl)cccc1C(=O)O	-3	28	4	-10	-3	11
O=C(O)C(CS)NSc1ccccc1[N+](=O)[O-] (stereo not given)	0	-32	-16	-14	-18	-6
CCOC(=O)c1c(C)[nH]c(=S)c(C#N)c1-c1ccc(OC)cc1	9	29	29	30	13	1
COc1cccc(/C=C(\C#N)C(=O)O)c1	29	37	13	30	24	-20
CN(C)CCCC(=O)O	-13	0	-14	-32	3	-45
CCCCCCCCCCCCCCCCCCSc1c(OC)c(OC(C)=O)c(OC)c(OC)c1OC(C)=O	-16	-2	-24	-23	1	-7
c1cc2c3c(cccc3c1)-c1cnccc1-2	91*	92*	93*	92*	91*	93*
Cc1ccc(C)n1-c1ccsc1C(=O)NNC(=O)C(Cl)Cl	6	21	25	22	21	14
CC1=CN2C(c3ccc(Cl)cc3)=NON(c3ccc(C)cn3)C2C=C1 (stereo not given)	-22	8	1	5	-51	-5
CCCCn1c(=S)[nH]c2ccccc2c1=O	-6	-9	6	26	-17	-15
CC/C(C)=N\NS(=O)(=O)c1ccccc1	-5	14	5	-20	1	3
CC(CC(O)c1ccccc1)c1ccccc1 (stereo not given)	-3	0	-12	-2	-7	-5
CCNc1nnc(-c2nsc3ccccc23)s1	-13	-19	-10	-28	-12	-36
O=C(O)CNC(=S)Nc1ccccc1	70&4	55&3	65&5	53&8	42&37	52&6
CCSCC1(c2ccc(OC)cc2)NC(=O)NC1=O (stereo not given)	-20	1	8	-11	-10	3
CCCCCCCCCCCCCCCCCC(=O)Nc1nc(N)nc(N)n1	11	6	4	-5	19	15
C=C(c1ccc(OC)cc1)C(CC)c1ccc(OC)cc1 (stereo not given)	-12	31	15	-24	-32	-28
Cc1cccc(C)c1NC(=S)NC(=O)c1cccc(Cl)c1	-14	-17	-3	-20	-10	-23
CCOC1Oc2ccccc2-c2nc(C)c(C#N)cc21 (stereo not given)	2	12	16	16	-66	8
CC1(C)C(O)C(C)(C)C1O (stereo not given)	17	10	8	11	7	-18
Clc1c(Cl)c(Cl)c(CSCc2c(Cl)c(Cl)c(Cl)c(Cl)c2Cl)c(Cl)c1Cl	-16	-13	-12	2	-32	-7
CC(=O)Oc1ccccc1C(=O)C1c2cccc(O)c2C(=O)c2c(O)cccc21	29	20	15	31	23	15
Cc1onc(-c2ccccc2Cl)c1C(=O)NC(=S)NC1CC(C)CC(C)(C)C1 (stereo not given)	-11	9	14	-5	-35	2
CC(/C=C/c1ccccc1)=Nc1ccccc1	7&6	-28&-2	-34&1	-20&-27	-1&-27	3&20
CCS(CC)=NS(=O)(=O)c1ccc(NC(C)=O)cc1	12	-11	-10	-14	3	-3
O=C1CCCC/C1=C/C=C/c1ccccc1	10	7	23	-30	-33	22
CCN(CC)C(=O)C(N)Cc1ccc(OC)cc1 (stereo not given)	-36	3	-21	-14	-15	-22
C/C=C\C=C/NC(=O)N1CCCC1	-22	-6	10	11	-27	3
O=C1C=CC(=O)c2c1oc1ccccc21	61	58	16	36	49	19
COc1cc([N+](=O)[O-])c(OC)c2c(=O)[nH]c(=O)[nH]c12	-12	-17	-9	-37	-17	-2
COC(=O)N/N=C(/CC1(O)C(=O)Nc2ccc([N+](=O)[O-])cc21)c1ccccc1 (stereo not given)	48	41	37	0	-3	34
NC(=NC1CCCCC1)/N=C(/N)Nc1ccc(Cl)cc1	27	14	5	5	-30	0
CN(C)CCCN1CC2C3CCCCC3=C3CCCCC3C2C1 (stereo not given)	-15	-17	-24	2	-17	1
COc1ccc(-c2c3nc(c(-c4ccc(OC)cc4)c4[n-]c(c(-c5ccc(OC)cc5)c5nc(c(-c6ccc(OC)cc6)c6[n-]c2c2ccccc62)-c2ccccc2-5)c2ccccc42)-c2ccccc2-3)cc1.[Zn+2]	-21	-22	-30	17	7	-19
Nc1nc(Cc2ccccc2)c(-c2ccccc2)c(-c2nc(N)nc(Cc3ccccc3)c2-c2ccccc2)n1	-10	8	-26	-5	-5	14
COc1ccc(C2OCCC(C)O2)cc1 (stereo not given)	-13	-4	-7	-27	-54	-3
CCOC(=O)CCC1(C)OCC(C)O1 (stereo not given)	6	-15	-5	3	-24	4

In a second layout: entries from further up
> COc1cc([N+](=O)[O-])c(OC)c2c(=O)[nH]c(=O)[nH]c12
  yeast rad50: -12	yeast mlh1 rad18: -17	yeast sgs1 mgt1: -9	bub3: -37	yeast cln2 rad14: -17	yeast mec2-1: -2

> COc1ccc(C2OCCC(C)O2)cc1 (stereo not given)
  yeast rad50: -13	yeast mlh1 rad18: -4	yeast sgs1 mgt1: -7	bub3: -27	yeast cln2 rad14: -54	yeast mec2-1: -3

> COc1ccc(-c2c3nc(c(-c4ccc(OC)cc4)c4[n-]c(c(-c5ccc(OC)cc5)c5nc(c(-c6ccc(OC)cc6)c6[n-]c2c2ccccc62)-c2ccccc2-5)c2ccccc42)-c2ccccc2-3)cc1.[Zn+2]
  yeast rad50: -21	yeast mlh1 rad18: -22	yeast sgs1 mgt1: -30	bub3: 17	yeast cln2 rad14: 7	yeast mec2-1: -19

> CC(/C=C/c1ccccc1)=Nc1ccccc1
  yeast rad50: 7&6	yeast mlh1 rad18: -28&-2	yeast sgs1 mgt1: -34&1	bub3: -20&-27	yeast cln2 rad14: -1&-27	yeast mec2-1: 3&20

Additional results.
SMILES	yeast rad50	yeast mlh1 rad18	yeast sgs1 mgt1	bub3	yeast cln2 rad14	yeast mec2-1
CCOC(=O)C(=O)Cc1ccccn1	-1	-13	-6	9	-16	-7
O=C(Cc1ccccc1C(=O)O)c1ccccc1	-17	-13	-24	-25	-24	-19
CCCC(N)C(=O)NC(Cc1c[nH]c2ccccc12)C(=O)O (stereo not given)	-24	2	-12	1	0	-7
CC(Oc1ccc(OCC2CCCCC2)cc1)C(=O)NCc1ccco1 (stereo not given)	-25	-29	-39	-61	-18	-38
N#CC(c1ccccc1)c1ccc(C(c2ccccc2)(c2ccccc2)C(C#N)c2ccccc2)cc1 (stereo not given)	17	5	14	-5	19	9
COc1ccc(/C=N/NC(=S)Nc2cccc3cccnc23)cc1OC	42	9	9	21	31	26
C[n+]1ccc(CCC(=O)Nc2ccccc2)cc1	4	3	-4	26	0	24
C/C=C(\C)C(=O)N1c2ccccc2CC1c1c(C)[nH]c2ccccc12 (stereo not given)	29	11	21	24	20	4
CCC1(c2ccccc2)SC(N)=NC1=O (stereo not given)	2	-1	-13	1	-8	3
COC(=O)C1(c2ccc(OC)cc2)NC(c2ccccc2)C2C(=O)N(c3ccc(OC)cc3)C(=O)C21 (stereo not given)	4	-11	6	8	-8	4
CC(C)N1CC2CN(Cc3ccccc3)CC(C1)C2=O	-4	-11	-10	-39	-25	-20
C=C1CC(Cn2cc(C)c(=O)[nH]c2=O)(c2ccc(-c3ccccc3)cc2)OC1=O (stereo not given)	9	47	39	30	38	-5
c1ccc(CN2COc3ccc4c5c(ccc4c3C2)OCN(Cc2ccccc2)C5)cc1	-13	-18	-7	2	-22	-5
CC(C)(C)NC(=O)c1cccc(C(=O)NC(C)(C)C)n1	3	-16	0	-13	-8	-8
C1=C(c2ccccc2)C(c2ccccc2)=C(c2ccccc2)C(c2ccccc2)C(c2ccccc2)=N1 (stereo not given)	3	9	-3	-2	21	10
CCCN(CCC)C(=O)CCC(C)=O	-14	17	-24	-18	42	-8
CS(=O)(=O)OCC(COS(C)(=O)=O)C(c1ccccc1)c1ccccc1Br (stereo not given)	28	56	37	5	13	36
COc1ccc(NNS(=O)(=O)O)cc1	1	4	22	-2	-11	5
CC1NC(=O)OC1(C)c1ccccc1 (stereo not given)	51	-21	-8	12	-36	9
O=c1cc(CSc2ncnc3nc[nH]c23)occ1O	-11	4	-2	12	3	-4
COc1ccc(N=Cc2cccs2)cc1	6	4	-8	5	-16	-6
CCOC(=O)c1sc(SSc2nc(C)c(C(=O)OCC)s2)nc1C	-4	10	3	5	13	-5
CC(C)c1ccc(C(=S)N2CCOCC2)cc1	13	22	29	36	9	13
C[N+](C)(C[Si](C)(C)C)C1CCCCCCCCCCC1	11	22	-9	14	-11	1
O=[N+]([O-])c1cccc(N=Nc2ccccc2)c1	-4	-1	-22	-22	19	-10
CC1(C)CNC(=O)C2(CCCO2)CNC(C)(C)CNC(=O)C2(CCCO2)CN1 (stereo not given)	-42	-43	-47	-47	-29	-18
O=C(O)c1ccc(N=Cc2ccc3c(c2)OCO3)cc1	18	-11	19	10	9	30
OCCOCn1nc(-c2ccccc2)nc1-c1cnccn1	-13	-24	-20	-38	-28	-5
CC(C)/C=N/N=C/C(C)C	-16	-13	-17	-14	15	10
CC(C)(C#N)OC(=O)c1cccc(C(=O)OC(C)(C)C#N)c1Sc1ccccc1	42	-2	-7	-2	8	-3
O=C(COc1ccc(Cl)cc1Cl)Nc1cccc(Cl)c1	-2	12	6	7	4	-1
COc1ccc(C(C)(OC)c2cc(C(C)(C)C)c(O)c(C(C)(C)C)c2)cc1 (stereo not given)	-19	-22	-20	-2	-1	-13
CC(=O)c1cccc(NC(=O)Oc2ccc(-c3ccccc3)cc2Cl)c1	99*	99*	100*	99*	99*	100*
CCCCCO/C=C/CN1CCOCC1	9	-3	3	12	-8	15
CCOC(=O)/C(Cc1ccccc1[N+](=O)[O-])=N/O	7	27	9	12	-13	3
CC(=O)Oc1ccc(C(c2ccc(OC(C)=O)cc2)c2ccccn2)cc1	18	-23	-9	-41	-62	-1
CC(C)(C)S(=O)(=O)CCCCl	13	14	-2	13	-8	-14
COc1ccc2c(c1)CCCN2CCCCCCCCCCN1CCCCC1	71*	61	81*	60	71*	57
NCCn1ccnc1	13	1	-2	-3	-20	2
CC(=O)ONC(C(=O)C(C)(C)C)C(=O)C(C)(C)C	-1	-5	-4	-3	25	-4
O=c1cc(O)cc2n1CCC2	5	0	-11	-15	16	5
O=C1c2cc([N+](=O)[O-])ccc2-c2cc(Cl)cc(Cl)c21	-8	7	16	-11	-23	10
Cc1cc(=O)[nH]c(NNC(C#N)c2ccco2)n1 (stereo not given)	-58	-44	-53	-46	-33	-13
CC(C)OC(=O)c1ccccc1C(=O)OC(C)C	-24	-9	-8	34	-2	-24
CCOc1cc2c(ccc1=O)-c1c(cc(OC)c(OC)c1OC)CCC2NC(C)=O (stereo not given)	30	6	5	6	20	12
COC1=NN2C(OC)(c3ccccc3)c3c(-c4ccccc4)sc(-c4ccccc4)c3C2(c2ccccc2)S1 (stereo not given)	29	6	5	2	38	2
CCOCCOc1nc(C)cc(C)c1C#N	-31	-21	-8	-30	-6	-41
O=C(Nc1ccccc1)OCCc1ccc(Cl)c(Cl)c1	87*	59	76*	90*	86*	95*
O=C(Nc1ccccc1C(=O)N/N=C/CCc1ccccc1)c1ccccc1Cl	-20	-13	-8	8	-1	-22
CN(/N=C/C=N/N(C)C1=NCCCCN1)C1=NCCCCN1	-14	-12	-22	8	1	-11
O=C(Cc1ccccc1)c1c[nH]c2c(O)ccc(O)c12	-15	-8	-12	-14	-49	-9
CC(=O)N1CCCCCC1=O	-30	-27	25	2	-8	-17
O=C1Nc2c(Cl)cc(Cl)cc2/C1=N/N=C/c1ccco1	53	89*	67	55	63	53
O=C1c2ccccc2C(=O)N1CCCOCc1c[nH]c(=O)[nH]c1=O	-20	3	-13	-20	7	-16
